USP1 inh – blocks the human USP1/UAF1 deubiquitinase complex | O94782 | recombinant USP1/UAF1, Ub-Rhodamine cleavage fluorescence | Potency, µM (highest dose often 57.1 µM), inactives show top-dose activity change, negative = inhibition, hits mostly inhibitors | hit rate 0.23% among 390,000; further: potency means the concentration at half of the fitted maximal effect; on the % scale 0 is the no-effect control and ±100 the full control effect; nearly all actives have a fitted effect of over 60% in size; inactives centre near -12
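Step one: compound is pinned into 1nM USP1/UAF1 in HEPES pH 7.8 buffer with TCEP. Step two: 15 min room-temperature incubation. Step three: Ub-Rho (150nM final) starts cleavage, tracked by fluorescence over six one-minute reads.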
Pin1 inh – human Pin1 inhibition; Q13526; Pin1 FP peptide displacement, HiFluor488, 10 min; Potency, µM (titrated, usually from 115 µM), for the others: at the highest dose activity, negative = inhibition, most hits filed as inhibitors; hit rate 0.009% among 390,000; active means well fitted inhibition curve with a large enough effect in the polarisation, with a control signal flat, not every such curve was filed as active; inconclusive means small, poorly fitted or top-dose-only effect, or effect the other way, or a change in a side signal; inactive means no such curve, though single readings can be large or run the other way; the % refers to the polarisation; further: potency means the concentration at half of the fitted maximal effect; on the % scale 0 is the no-effect control and ±100 the full control effect
TrxR1 substrate – rat thioredoxin reductase 1 substrate activity | hit rate 0.01% among 390,000 | O89049 | Potency, µM (doses to about 114 µM), for the others: top-dose activity change, negative = substrate turnover | purified TrxR1 substrate turnover, NADPH consumption readout; further: potency means the concentration at half of the fitted maximal effect; on the % scale 0 is the no-effect control and ±100 the full control effect; nearly all actives have a fitted effect of over 50% in size
Target sequence (O89049 whole entry, looked up): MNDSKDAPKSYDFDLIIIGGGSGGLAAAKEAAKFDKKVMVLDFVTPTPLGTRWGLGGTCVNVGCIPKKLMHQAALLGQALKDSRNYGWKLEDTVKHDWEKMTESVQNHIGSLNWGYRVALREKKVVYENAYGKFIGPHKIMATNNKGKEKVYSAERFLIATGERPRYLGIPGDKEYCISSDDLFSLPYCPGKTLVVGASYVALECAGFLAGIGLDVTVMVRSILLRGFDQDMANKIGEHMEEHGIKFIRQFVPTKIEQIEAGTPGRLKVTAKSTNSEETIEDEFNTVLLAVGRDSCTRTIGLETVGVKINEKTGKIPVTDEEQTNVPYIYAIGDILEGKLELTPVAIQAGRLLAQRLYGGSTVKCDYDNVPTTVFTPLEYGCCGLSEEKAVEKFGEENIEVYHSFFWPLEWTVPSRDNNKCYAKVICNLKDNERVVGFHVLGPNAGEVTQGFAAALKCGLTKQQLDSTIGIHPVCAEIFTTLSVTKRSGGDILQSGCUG
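Rat TrxR1, dispensed at 90 nM, was prereduced with 400 uM NADPH (final) for 5 min at ~22 deg C, then incubated with compound 15 min before 400 uM selenite. A first-read NADPH fluorescence drop versus no-compound background flagged substrates.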
mIDH1 inhibitor – inhibitors of human mutant IDH1 R132H. O75874. IDH1-R132H enzyme, NADPH consumption, diaphorase/resazurin fluorescence. Potency, µM (doses to about 76.6 µM), for inactives: at the top dose activity change, negative = inhibition, actives largely listed as inhibitors. hit rate 0.093% among 390,000. AID 602179; further: potency means the concentration at half of the fitted maximal effect; on the % scale 0 is the no-effect control and ±100 the full control effect; nearly all actives have a fitted effect of over 65% in size
Target sequence (O75874 whole entry R132H, stated change not applied): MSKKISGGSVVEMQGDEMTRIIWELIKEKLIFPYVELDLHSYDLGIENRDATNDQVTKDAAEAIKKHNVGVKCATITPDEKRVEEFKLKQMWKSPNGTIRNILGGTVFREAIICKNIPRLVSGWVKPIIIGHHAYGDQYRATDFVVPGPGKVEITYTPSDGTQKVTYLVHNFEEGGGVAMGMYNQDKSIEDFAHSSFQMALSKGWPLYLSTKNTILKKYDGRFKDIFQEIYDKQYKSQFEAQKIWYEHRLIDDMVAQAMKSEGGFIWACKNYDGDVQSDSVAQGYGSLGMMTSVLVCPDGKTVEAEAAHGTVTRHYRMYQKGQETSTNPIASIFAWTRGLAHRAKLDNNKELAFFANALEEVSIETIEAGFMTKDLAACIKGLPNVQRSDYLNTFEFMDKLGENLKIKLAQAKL
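IDH1-R132H (0.5 ug/mL) preincubated 30 min with compound, then NADPH (0.016 mM) and alpha-KG (2 mM) added; 80 min at RT, pH 7.5. Remaining NADPH coupled via diaphorase/resazurin to fluorescence (540/590 nm); concentration-response curves normalized to no-enzyme control.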
D2 ag – activates the human D2 dopamine receptor | P14416 | activation, % at 2 µM | hit rate 0.53% among 340,000 | HEK293 T-REx D2 cells, calcium flux agonist mode | AID 485358;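 active means activation over 3 SD above normal in the single-dose calcium agonist read, cut at about 30% in these data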; further: 0% is about no effect
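In this primary screen, compounds producing a positive calcium signal within 180 s of addition to tetracycline-induced, force-coupled HEK293 Trex D2 cells are flagged; cells are dye-loaded with a no-wash calcium kit beforehand.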
TRHR ag – agonists of human TRH receptor. P34981. TRHR cells, calcium flux fluo-8, FDSS agonist mode. activation, % at 2 µM. hit rate 0.18% among 360,000. AID 493084; in the data active means activation above about 30%; further: 0% is about no effect
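Fluo-8-loaded TRHR cells; 10 s baseline, compound added, kinetic Ca2+ fluorescence read 1/s, agonist mode.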
D2 antag – antagonizes the human D2 dopamine receptor | P14416 | HEK293 TREx D2 cells, calcium flux, dopamine EC80 | inhibition, % at 10 µM | hit rate 2% among 340,000; in the data active means inhibition above about 30%; further: 0% is about no effect
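Measurement of antagonist activity uses fluorescent calcium dye in inducible HEK293 T-REx D2 cells: 10 s baseline, compound addition with 180 s read, EC80 dopamine addition with a further 180 s read.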
rTrxR1 inhibitor – inhibitors of rat thioredoxin reductase 1. hit rate 1% among 390,000. Potency, µM (titrated, usually from 114 µM), without a hit: at the top dose activity change, negative = inhibition, usual class: inhibitors. O89049. AID 588453. recombinant rTrxR1, NADPH fluorescence consumption, selenite substrate; further: potency means the concentration at half of the fitted maximal effect; on the % scale 0 is the no-effect control and ±100 the full control effect; nearly all actives have a fitted effect of over 65% in size
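Rat TrxR1 (90 nM in the dispensed reagent) was pre-reduced with 400 uM NADPH for 5 min at room temperature, then incubated with compound for 15 min. After 400 uM selenite was added, NADPH fluorescence (Ex 340/Em 450 nm) was followed for 8 min.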
TRHR enhancer – allosteric enhancers of human TRH receptor | hit rate 0.66% among 360,000 | TRHR cells, fluo-8 calcium fluorescence, EC20 TRH enhancement | AID 493056 | enhancement, % at 2 µM; in the data active means enhancement above about 30%; further: 0% is about no effect
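Enhancer read-out: after compound pinning and an initial kinetic agonist-mode read, an EC20 of TRH (10 nM final) was injected and fluo-8 calcium signal (Ex 480/Em 530) followed at 1 s/cycle for 100 cycles in TRHR-expressing cells.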
* = called active by the depositor; u = inconclusive; x = not tested or not shown; & = joins results of further samples; [ ] = another dose, or the depositor's remark. Unless noted, the call rests on the fitted dose curve; in most records, active means well fitted inhibition curve with a large enough effect; inconclusive means small, poorly fitted or top-dose-only effect; inactive means no such curve, though single readings can be large or run the other way. Only part of the results is shown; rates above refer to the full screens.

The line under a structure holds: TRHR ag	TrxR1 substrate	D2 antag	D2 ag	rTrxR1 inhibitor	USP1 inh	TRHR enhancer	Pin1 inh	mIDH1 inhibitor
> COc1cc(CSc2ncn[nH]2)c(OC)cc1CSc1ncn[nH]1
 : 0.0	1%	-3	1.1	5%	-5%	-4	3%	-2%
> CCNC(=S)N/N=C/c1ccc(-c2ccccc2)o1
 : -0.2	-10%	-1	-1.9	-17%	-11%	1	1%	1%
> Cc1nn(C)c(C)c1S(=O)(=O)N1CCC(C(=O)NC2CCCCC2)CC1
 : 0.8	-9%	-6	-0.1	-11%	0%	10	-2%	3%
> CCNc1nc(NOC)nc(OCC#N)n1
 : 1.2	4%	22	0.4	16%	-13%	-1	-2%	2%
> CCOc1ccccc1C(=O)N1CCN(CCc2ccccn2)CC1
 : -0.1	6%	x	x	16%	-27%	2	-3%	18%
> CN1CCC(OC(=O)COc2ccc(F)cc2)CC1
 : 0.5	6%[57.1 µM]	3	-0.2	3%[57.1 µM]	-14%	5	0%	1%
> CC(C)(C)Cc1nnc(NC(=O)Cc2cccs2)s1
 : 0.2	7%	7	0.3	10%[57.1 µM]	-2%	20	u	1%
> Cc1ccc(C(=O)NCc2ccco2)cc1S(=O)(=O)Nc1cccc(C)c1C
 : -1.0	-5%	-19	-1.5	79µM*	-10%	5	1%	10%
> COc1ccc(N2CCN(C(=S)Nc3ccc(OC)cc3OC)CC2)cc1
 : -0.2	9%	-3	0.0	17%	-17%	3	-1%	0%
> CC(C)(C)C1CCC(=NNC(=O)C(=O)NC2CCCCC2)CC1 (stereo not drawn)
 : -0.6	-2%	9	-1.6	5%	-15%	-2	0%	-1%
> CCn1c(COc2ccccc2C)nnc1SCC(=O)N1CCN(c2ccccc2)CC1
 : 0.8	-9%	-8	-0.7	17%	-11%	1	-10%	4%
> COC(=O)c1ccccc1N1C(=O)[C@@H]2C(c3ccc(F)cc3)=NO[C@@H]2C1=O
 : 0.4	3%	0	0.3	4%	-9%	-5	-4%	1%
> COc1ccccc1/C=C/C(=O)NCC(=O)N/N=C/c1ccccc1
 : -2.5	11%	11	-0.3	15%	-6%	2	2%	-11%
> COc1cccc2cc(C(C)N(CCCN3CCOCC3)C(=O)Nc3ccc(Cl)cc3)oc12 (stereo not drawn)
 : 0.2	9%[0.457 µM]	x	x	24%[0.457 µM]	-7%	-5	-11%	7%
> O=C(NCCc1nc2ccccc2n1CCOc1ccc(Cl)cc1)C1CCCCC1
 : 1.6	-4%[0.457 µM]	x	-0.3	2%	x	-5	33%[activator]	x
> C/C=C(\C)C(=O)OC1CC(C)(C)C[C@H]2C3=CC[C@@H]4[C@@]5(C)CCC(O[C@@H]6O[C@@H](C(=O)O)[C@@H](O)C(O[C@@H]7OC[C@H](O)[C@@H](O)[C@@H]7O[C@@H]7OC(CO)C(O)[C@@H](O)[C@@H]7O)C6O[C@@H]6OC(CO)C(O)C(O)C6O)[C@@](C)(CO)[C@@H]5CC[C@]4(C)[C@]3(C)CC(O)[C@@]12CO (stereo partly drawn)
 : x	4%	x	x	5%	-22%	x	3%	-2%
> CCCCn1c(=O)[nH]c(=O)c2c1nc(-c1ccc(OC(F)F)c(OC)c1)n2C
 : -2.4	15%	-11	0.1	25%	-17%	11	2%	3%
> CCOc1ccc(Cn2c(=O)sc3ccccc32)cc1OC
 : 0.2	-3%	x	x	11%	-23%	-9	6%	-1%
> CC(NC(=O)c1ccccc1)c1nnc(SCC(=O)NC2CCCC2)n1C (stereo not drawn)
 : -0.1	2%	3	0.0	18%	-14%	7	5%	6%
> CCN(CC)CCNC(=S)Nc1ccc2nc3n(c(=O)c2c1)CCCCC3
 : 0.2	-5%	-13	1.3	-3%	-9%	9	0%	0%
> CC(C)c1cnc2c(c1SCC(=O)NCc1ccccc1)c(=O)n(C)c(=O)n2C
 : 0.1	-1%[57.1 µM]	x	1.1	13%[57.1 µM]	-9%	-2	-9%	0%
> COc1ccc2c(c1)c1c(c(=O)n(-c3ccc(C)cc3)c(=O)n1CC(=O)c1ccc(Cl)cc1)n2C
 : 3.6	6%	x	0.4	35%	u	-3	-12%	9%
> CCOC(=O)c1c(NC(=O)COc2ccc(C)cc2C(C)(C)C)sc2c1CCC(C)C2 (stereo not drawn)
 : -0.6	-3%	x	-0.3	17%	-13%	5	6%	0%
> CCc1cc(-c2n[nH]c(C)c2-c2ccccc2Cl)c(O)cc1OC
 : -1.2	-4%	-13	-1.9	14%	-12%	4	u	62%[activator]
> CCNc1cc(N2CCCC2)ccc1[N+](=O)[O-]
 : -1.7	-10%	-22	-0.9	-5%	-19%	-1	0%	5%
> CCCCCCCCCCCCN1C/C(=C\C(=O)OCC)c2ccccc2S1(=O)=O
 : 2.0	-7%&-8%	-4	-0.1	-32%&-28%	-26%	-3	49%[activator]	16%
> O=c1c2ccccc2nc(-c2ccccc2)n1O
 : x	-2%	x	x	-2%	2%	x	-2%	-3%
> O=C(NCCc1nnc2ccc(N3CCCC3)nn12)c1ccccc1
 : x	-7%	x	x	-7%	-8%	x	2%	-1%
> COc1ccc(C2CC(c3ccc(OC)cc3)n3nc(NS(C)(=O)=O)nc3N2)cc1 (stereo not drawn)
 : -0.3	11%	11	-1.4	10%	-20%	-3	-8%	9%
> CCOc1ccc(-c2cc(C(=O)NCCCn3ccnc3)c3ccccc3n2)cc1
 : 0.3	44%[activator]	-7	0.2	37%[activator]	-21%	3	0%	-2%
> O=[N+]([O-])c1ccccc1CN1CCN(S(=O)(=O)c2ccccc2)CC1
 : x	3%[57.1 µM]	x	x	-5%[57.1 µM]	13%	x	0%	23%
> Cc1cccc(NC2=C/C(=N/S(=O)(=O)c3cccs3)c3ccccc3C2=O)c1
 : -4.0	-13%	-10	-1.5	-15%	u	26	-1%	9%
> COC(=O)c1cc(S(=O)(=O)N2CCCCCC2)c[nH]1
 : 0.3	-1%	-6	0.0	1%	-16%	2	1%	-1%
> CCN(CC)c1ccc(C=C2C(=O)OC(c3ccccc3)OC2=O)cc1 (stereo not drawn)
 : -0.1	-9%[57.1 µM]	0	1.1	u	-9%	6	24%	3%
> O=C(Nc1ccncc1)Nc1ccc(F)cc1
 : 1.0	3%	-13	1.2	1%	-14%	-3	-11%	4%
> C/C(=N/OCC(=O)Nc1ccc(C)cc1C)c1cccs1
 : -0.6	-8%	-2	14	15%[57.1 µM]	-6%	0	7%	3%
> CN(c1ccc(O)cc1)c1nc(O)c(C2=c3ccccc3=NC2=O)s1
 : x	-17%	x	x	-9%	-19%	x	u	3%
> CCCCC(=O)OC1CCC2C3CCc4cc(O)ccc4C3CCC12C (stereo not drawn)
 : x	-17%	x	x	1%	-5%	x	u	8%
> Cc1c(C#N)c(O)n(CCO)c(=O)c1N=Nc1ccc2c(c1)COC2=O
 : -0.5	2%[57.1 µM]	4	-0.9	-3%[57.1 µM]	4%	2	65%[activator]	6%
> COc1ccccc1NCc1nnc(-c2ccccc2)o1
 : 0.3	-2%	-16	0.2	15%	-23%	-4	3%	-10%
> O=C(Nc1ccc(Cl)c(S(=O)(=O)N2CCCCC2)c1)c1ccncc1
 : 1.0	-9%	11	1.6	-14%	6%	18	1%	-4%
> CCOc1ccc2[nH]c(C(=O)N/N=C/c3ccc(OC)cc3)cc2c1
 : -0.3	18%	-18	-0.1	14%	-10%	7	1%	2%
> COc1ccc(CCNC(=O)CSc2nc3nc(C)c(Cc4ccc(C)cc4)c(C)n3n2)cc1OC
 : -0.5	-5%[57.1 µM]	x	-0.1	-3%[57.1 µM]	-9%	-1	-9%	15%

Part of the list above, field by field.
CN(c1ccc(O)cc1)c1nc(O)c(C2=c3ccccc3=NC2=O)s1
  TRHR ag = x
  TrxR1 substrate = -17%
  D2 antag = x
  D2 ag = x
  rTrxR1 inhibitor = -9%
  USP1 inh = -19%
  TRHR enhancer = x
  Pin1 inh = u
  mIDH1 inhibitor = 3%
CCCCC(=O)OC1CCC2C3CCc4cc(O)ccc4C3CCC12C (stereo not drawn)
  TRHR ag = x
  TrxR1 substrate = -17%
  D2 antag = x
  D2 ag = x
  rTrxR1 inhibitor = 1%
  USP1 inh = -5%
  TRHR enhancer = x
  Pin1 inh = u
  mIDH1 inhibitor = 8%
Cc1c(C#N)c(O)n(CCO)c(=O)c1N=Nc1ccc2c(c1)COC2=O
  TRHR ag = -0.5
  TrxR1 substrate = 2%[57.1 µM]
  D2 antag = 4
  D2 ag = -0.9
  rTrxR1 inhibitor = -3%[57.1 µM]
  USP1 inh = 4%
  TRHR enhancer = 2
  Pin1 inh = 65%[activator]
  mIDH1 inhibitor = 6%
COc1ccccc1NCc1nnc(-c2ccccc2)o1
  TRHR ag = 0.3
  TrxR1 substrate = -2%
  D2 antag = -16
  D2 ag = 0.2
  rTrxR1 inhibitor = 15%
  USP1 inh = -23%
  TRHR enhancer = -4
  Pin1 inh = 3%
  mIDH1 inhibitor = -10%

Bioassay records deposited in PubChem BioAssay by National Center for Advancing Translational Sciences (NCATS).
